USP1-UAF1 inh: USP1/UAF1 (human) deubiquitinase inhibition | O94782 | recombinant USP1/UAF1, Ub-Rhodamine cleavage fluorescence | Potency, µM (top dose mostly 57.1 µM), for inactives: at the highest dose activity change, negative = inhibition, hits mostly inhibitors | 0.23% of 390,000 active | AID 743255; note: % is set by controls: 0 for no effect and ±100 for the full control effect; nearly all actives have a fitted effect of over 60% in size; inactives centre near -12
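USP1/UAF1 complex (1 nM) preincubated 15 min at room temperature with compound, then Ub-Rho substrate (150 nM final) added. Kinetic fluorescence at 480/540 nm over 6 reads at 60 s intervals; 50 mM HEPES pH 7.8, 0.5 mM EDTA, 0.1 mg/ml BSA, 1 mM TCEP, 0.01% Tween-20.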
RGS4 inh: blocks human RGS4-accelerated GTP hydrolysis; P49798; Transcreener GDP fluorescence polarization, RGS4-accelerated GTP hydrolysis; Potency, µM (doses to about 114 µM), inactives show at the top dose activity change, negative = inhibition, usual class: inhibitors; 0.039% of 390,000 active; note: % is set by controls: 0 for no effect and ±100 for the full control effect; nearly all actives have a fitted effect of over 75% in size; some results filed as inactive show a strong effect at the top dose
Target sequence (P49798 whole entry, looked up): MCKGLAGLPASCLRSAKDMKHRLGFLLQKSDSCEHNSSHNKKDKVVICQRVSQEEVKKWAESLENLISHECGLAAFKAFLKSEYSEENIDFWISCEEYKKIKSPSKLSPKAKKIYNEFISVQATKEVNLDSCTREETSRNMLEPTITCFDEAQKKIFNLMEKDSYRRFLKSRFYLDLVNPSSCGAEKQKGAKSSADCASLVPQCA
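MLSMR compounds (23 nl, pin-transferred) preincubated 10 min at room temperature with a 500nM (2x) first reagent, then RGS4 at 900nM (2x) plus Transcreener GDP mix added; fluorescence polarization (620/688 nm) read before and after 90 min at 30 °C.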
12-LOX inh: inhibitors of human 12S-lipoxygenase ALOX12. P18054. Potency, µM (top dose mostly 108 µM), inactives show at the top dose activity change, negative = inhibition, actives largely listed as inhibitors. 1.1% of 580,000 active. AID 1671190. purified 12hLO, xylenol orange hydroperoxide absorbance; note: % is set by controls: 0 for no effect and ±100 for the full control effect
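Hydroperoxide product was detected by ferrous iron/xylenol orange as the 573 to 405 nm absorbance ratio. Arachidonic acid at 40 uM (final) was turned over for 30 min at room temperature by 150 nM human 12hLO, pH 7.0 Hepes buffer, after 15 min compound preincubation.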
RXFP1 ag: agonists of human relaxin receptor RXFP1 | Q9HBX9 | HEK293T-RXFP1 cAMP TR-FRET, 30 min; response scale: percent of porcine relaxin response, buffer zero | Potency, µM (doses to about 57.5 µM), for inactives: at the highest dose activation, actives largely listed as activators | 0.3% of 370,000 active | AID 2676; note: % is set by controls: 0 for no effect and ±100 for the full control effect; nearly all actives have a fitted effect of over 60% in size; many of its hits are not listed in these tables
Target sequence (Q9HBX9 whole entry, looked up): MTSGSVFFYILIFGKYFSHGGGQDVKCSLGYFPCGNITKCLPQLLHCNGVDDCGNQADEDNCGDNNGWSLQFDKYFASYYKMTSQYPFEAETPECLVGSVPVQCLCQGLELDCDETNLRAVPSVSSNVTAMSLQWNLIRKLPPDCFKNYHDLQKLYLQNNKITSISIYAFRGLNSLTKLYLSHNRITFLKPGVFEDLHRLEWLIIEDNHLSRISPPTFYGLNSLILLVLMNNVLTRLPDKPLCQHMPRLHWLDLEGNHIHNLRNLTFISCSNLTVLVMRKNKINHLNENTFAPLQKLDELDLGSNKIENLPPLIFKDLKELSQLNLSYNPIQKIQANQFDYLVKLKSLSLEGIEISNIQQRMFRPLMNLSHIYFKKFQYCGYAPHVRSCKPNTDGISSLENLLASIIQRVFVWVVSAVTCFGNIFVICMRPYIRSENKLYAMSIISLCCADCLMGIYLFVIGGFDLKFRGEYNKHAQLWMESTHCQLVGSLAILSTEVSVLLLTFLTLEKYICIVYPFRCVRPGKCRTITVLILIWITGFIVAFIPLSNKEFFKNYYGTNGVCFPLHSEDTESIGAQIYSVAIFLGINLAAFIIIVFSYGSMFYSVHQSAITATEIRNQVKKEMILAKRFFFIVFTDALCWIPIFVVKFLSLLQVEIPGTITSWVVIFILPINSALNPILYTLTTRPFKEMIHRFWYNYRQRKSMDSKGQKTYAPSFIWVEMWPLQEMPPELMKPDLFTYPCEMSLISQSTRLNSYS
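HEK293 cells stably expressing RXFP1, treated 30 min at 37C with compounds plus PDE4 inhibitor Ro 20174; cAMP measured by HTRF TR-FRET. Normalized to buffer and 29 nM porcine relaxin; EC50 by Hill fit.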
TrxR1 substrate: is turned over as a substrate by rat TrxR1 | O89049 | purified TrxR1 substrate turnover, NADPH consumption readout | Potency, µM (highest dose often 114 µM), for inactives: at the top dose activity change, negative = substrate turnover | AID 588456 | 0.01% of 390,000 active; note: % is set by controls: 0 for no effect and ±100 for the full control effect; nearly all actives have a fitted effect of over 50% in size
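Rat TrxR1, dispensed at 90 nM, was prereduced with 400 uM NADPH (final) for 5 min at ~22 deg C, then incubated with compound 15 min before 400 uM selenite. A first-read NADPH fluorescence drop versus no-compound background flagged substrates.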
Vif-A3F inh: Vif-A3F binding inhibition. HeLa A3F-eYFP + Vif (tagged APOBEC3F with the HIV-1 protein that degrades it), YFP fluorescence increase. Potency, µM (doses to about 46.1 µM), for the others: top-dose activity, negative = active. 0.2% of 390,000 active. AID 602313; note: % of control where 0% means no effect; nearly all actives have a fitted effect of over 65% in size
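HeLa cells stably expressing Vif plus C-terminally eYFP-tagged A3F were seeded, incubated overnight at 37 deg C, dosed with compound, incubated overnight again at 37 deg C. Yellow fluorescence (Ex 488/Em 500-530) reported blocked Vif-mediated A3F-eYFP degradation.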
rTrxR1 inhibitor: blocks rat thioredoxin reductase 1. Potency, µM (top dose mostly 114 µM), without a hit: at the top dose activity change, negative = inhibition, most hits filed as inhibitors. 1% of 390,000 active. O89049. AID 588453. recombinant rTrxR1, NADPH fluorescence consumption, selenite substrate; note: % is set by controls: 0 for no effect and ±100 for the full control effect; nearly all actives have a fitted effect of over 65% in size
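Rat TrxR1 (90 nM in the dispensed reagent) was pre-reduced with 400 uM NADPH for 5 min at room temperature, then incubated with compound for 15 min. After 400 uM selenite was added, NADPH fluorescence (Ex 340/Em 450 nm) was followed for 8 min.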
Vif-APOBEC3G blk: blocks the Vif interaction with human APOBEC3G; Q9HC16; HeLa A3G-eYFP + Vif (tagged APOBEC3G with the HIV-1 protein that degrades it), YFP fluorescence, overnight; Potency, µM (series often up to 46.1 µM), for inactives: at the highest dose activity, negative = active, actives largely listed as inhibitors; 0.076% of 410,000 active; AID 602310;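 note: % is set by controls: 0 for no effect and ±100 for the full control effect; nearly all actives have a fitted effect of over 60% in size; hits raise eYFP signal because A3G escapes Vif-driven loss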
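HeLa cells stably expressing Vif and C-terminally eYFP-tagged A3G, seeded overnight at 37 deg C, then exposed to compound by pintool overnight at 37 deg C. Rise in yellow fluorescence (Ex 488/Em 500-530, Acumen) marks blocked Vif-driven A3G degradation.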
IDH1 R132H inh: inhibitors of human mutant IDH1 R132H; O75874; 0.093% of 390,000 active; IDH1-R132H enzyme, NADPH consumption, diaphorase/resazurin fluorescence; Potency, µM (highest dose often 76.6 µM), without a hit: top-dose activity change, negative = inhibition, actives largely listed as inhibitors; note: % is set by controls: 0 for no effect and ±100 for the full control effect; nearly all actives have a fitted effect of over 65% in size
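IDH1-R132H (0.5 ug/mL dispensed) in pH 7.5 Tris buffer was preincubated 30 min with compound, then given a substrate mix of 0.016 mM NADPH and 2 mM alpha-KG for 80 min at room temperature; remaining NADPH was read by diaphorase/resazurin fluorescence.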
An asterisk follows results filed as active; ? = inconclusive; nt = no result given; & = joins results of further samples; [ ] = dose if it differs, or a comment. Calls come from the whole dose curve; as a rule, active = well fitted curve in the direction sought with a large enough effect; inconclusive = small, poorly fitted or top-dose-only effect, or another doubt; inactive = no such curve, though single readings can be large; an effect the other way counts as inactive or inconclusive. Potency is the fitted concentration of half-maximal effect. These rows are one share of the data (hit frequency here may not be typical).

nr	molecule	USP1-UAF1 inh	RGS4 inh	12-LOX inh	RXFP1 ag	TrxR1 substrate	Vif-A3F inh	rTrxR1 inhibitor	Vif-APOBEC3G blk	IDH1 R132H inh
1	CCOC(=O)CCC(=O)N(CCN(C(=O)CCC(=O)OCC)c1ccccc1)c1ccccc1	-17%	-17%	2%	3.8%	8%	7%	10%	-4%	3%
2	C[C@@H]1CN([C@@H](C)CO)C(=O)CCCn2cc(nn2)CO[C@H]1CN(C)S(=O)(=O)c1cccc(C#N)c1	-33%	nt	?	nt	nt	-1%	nt	1%	-4%
3	Cc1cc2ccccn2c1C(=O)c1ccc(NN)c([N+](=O)[O-])c1	-25%	-24%	?	2.3%	-11%	14%	-6%	?	-21%
4	O=S(=O)(NCCOCC(F)(F)C(F)F)c1ccc2oc3ccccc3c2c1	-26%	-43%	0%	2.7%	-10%	2%	-4%	1%	9%
5	COc1ccc(OCCCC(=O)Nc2ccc(N3CCOCC3)cc2)cc1	-10%	17%	0%	-0.3%	-2%	-6%	14%	0%	3%
6	CN(Cc1ccc(OC(F)F)cc1)Cc1nc2c(Br)cc(Br)cc2c(=O)[nH]1	-18%	6%	0%	8.0%	3%	-2%	17%	0%	-1%
7	O=C(NCc1ccccc1C(F)(F)F)C1CC(c2ccc(C(F)(F)F)cc2)=NO1 (stereo not drawn)	10%	6%	7%	0.0%	-14%	0%	-1%	-6%	-3%
8	CC(C)(C)c1ccc(C(=O)CC(=O)c2cc(Cl)ccc2O)cc1	-14%	-34%	-16%	2.1%	-16%	4%	-15%	-1%	4%
9	COc1ccc(CNC(=S)Nc2cccc(C)c2C)cc1	-17%	5%	?	1.6%	10%[57.1 µM]	2%	13%[57.1 µM]	-3%	-1%
10	O=C(C1CCN(S(=O)(=O)N2CCOCC2)CC1)N1CCN(c2ccc(F)cc2)CC1	-15%	-6%	0%	1.2%	-7%	6%	3%	2%	-2%
11	Cc1cccc(OCCCC(=O)NCc2ccco2)c1	1%	12%	-5%	3.6%	10%	-9%	-21%	2%	7%
12	C/C=C/C(=O)Nc1cccc(C(F)(F)F)c1	-20%	-10%	-1%	1.2%	-7%[57.1 µM]	-7%	7%[57.1 µM]	2%	0%
13	COc1cc(/C=C(\C#N)c2nc3ccccc3[nH]2)ccc1OC(=O)c1ccco1	-22%	-23%	-17%	0.5%	3%	?	-16%	?	2%
14	COc1ccccc1CN1CCNC(=O)C1CC(=O)NCc1csc(C)n1 (stereo not drawn)	-21%	-7%	6%	0.2%	5%[57.1 µM]	-17%	18%[57.1 µM]	7%	1%
15	Cc1ccc2nc(SCc3nnc(-c4ccccc4[N+](=O)[O-])o3)c(C#N)cc2c1	-17%	4%	14%	1.3%	-3%	-3%	9%	0%	6%
16	Cc1ccc(S(=O)(=O)N2CCN(C(C)C(=O)NCC(C)c3ccccc3)CC2)cc1 (stereo not drawn)	-18%	3%	-15%	nt	-4%	-4%	-5%	2%	2%
17	COc1ccccc1NC(=O)CCN1C(=O)C2CC=C(Cl)CC2C1=O (stereo not drawn)	-18%	-26%	-17%[57.4 µM]	-0.9%	6%[57.1 µM]	0%	-14%[57.1 µM]	-1%	1%
18	O=C(CSc1ccc([N+](=O)[O-])cc1)c1ccccc1	-7%	?	?	nt	-12%	-7%	-11%	-6%	9%
19	COc1ccc(OC)c(/C(C)=N/Nc2ccc(C(=O)O)cc2)c1	-23%	-6%	-20%	-2.3%	-11%	0%	3%	-10%	-6%
20	O=C(NC1CCCC1)c1n[nH]c2ccccc12	-13%	7%	-1%	4.7%	0%	-1%	31%	-1%	1%

12 compounds from above, sorted by length of the SMILES, ascending:
nr	molecule	USP1-UAF1 inh	RGS4 inh	12-LOX inh	RXFP1 ag	TrxR1 substrate	Vif-A3F inh	rTrxR1 inhibitor	Vif-APOBEC3G blk	IDH1 R132H inh
11	Cc1cccc(OCCCC(=O)NCc2ccco2)c1	1%	12%	-5%	3.6%	10%	-9%	-21%	2%	7%
12	C/C=C/C(=O)Nc1cccc(C(F)(F)F)c1	-20%	-10%	-1%	1.2%	-7%[57.1 µM]	-7%	7%[57.1 µM]	2%	0%
9	COc1ccc(CNC(=S)Nc2cccc(C)c2C)cc1	-17%	5%	?	1.6%	10%[57.1 µM]	2%	13%[57.1 µM]	-3%	-1%
18	O=C(CSc1ccc([N+](=O)[O-])cc1)c1ccccc1	-7%	?	?	nt	-12%	-7%	-11%	-6%	9%
5	COc1ccc(OCCCC(=O)Nc2ccc(N3CCOCC3)cc2)cc1	-10%	17%	0%	-0.3%	-2%	-6%	14%	0%	3%
14	COc1ccccc1CN1CCNC(=O)C1CC(=O)NCc1csc(C)n1 (stereo not drawn)	-21%	-7%	6%	0.2%	5%[57.1 µM]	-17%	18%[57.1 µM]	7%	1%
8	CC(C)(C)c1ccc(C(=O)CC(=O)c2cc(Cl)ccc2O)cc1	-14%	-34%	-16%	2.1%	-16%	4%	-15%	-1%	4%
4	O=S(=O)(NCCOCC(F)(F)C(F)F)c1ccc2oc3ccccc3c2c1	-26%	-43%	0%	2.7%	-10%	2%	-4%	1%	9%
6	CN(Cc1ccc(OC(F)F)cc1)Cc1nc2c(Br)cc(Br)cc2c(=O)[nH]1	-18%	6%	0%	8.0%	3%	-2%	17%	0%	-1%
10	O=C(C1CCN(S(=O)(=O)N2CCOCC2)CC1)N1CCN(c2ccc(F)cc2)CC1	-15%	-6%	0%	1.2%	-7%	6%	3%	2%	-2%
15	Cc1ccc2nc(SCc3nnc(-c4ccccc4[N+](=O)[O-])o3)c(C#N)cc2c1	-17%	4%	14%	1.3%	-3%	-3%	9%	0%	6%
2	C[C@@H]1CN([C@@H](C)CO)C(=O)CCCn2cc(nn2)CO[C@H]1CN(C)S(=O)(=O)c1cccc(C#N)c1	-33%	nt	?	nt	nt	-1%	nt	1%	-4%

Remaining list, next part.
nr	molecule	USP1-UAF1 inh	RGS4 inh	12-LOX inh	RXFP1 ag	TrxR1 substrate	Vif-A3F inh	rTrxR1 inhibitor	Vif-APOBEC3G blk	IDH1 R132H inh
21	Cc1ccccc1NC(=O)c1csc2c1CCCC2	-9%	31%	6%	1.5%	14%[57.1 µM]	-8%	29%	0%	9%
22	O=C(Nc1ccc2nc3n(c(=O)c2c1)CCCC3)c1ccccc1[N+](=O)[O-]	-5%	12%	4%	1.9%	3%[57.1 µM]	10%	-3%[57.1 µM]	2%	-1%
23	c1ccc(-c2nc3cc4ccccc4cc3[nH]2)nc1	-6%	-22%	2%	0.3%	-5%	-16%	-11%	0%	1%
24	CCc1ccc(-c2nc(SCC(=O)NCCOC)c(-c3ccc(C)cc3)[nH]2)cc1	1%	6%	-10%	-0.7%	6%	-2%	15%	1%	1%
25	Cc1ccc(NC(=O)CSc2nnnn2C)cc1S(=O)(=O)N(C)C	-6%	-13%	9%	6.3%	-13%	-5%	-12%	1%	0%
26	O=C(NCCc1csc(-c2cccc(F)c2)n1)C(=O)Nc1cc(F)ccc1F	?	7%	-25%	4.1%	-1%[57.1 µM]	-4%	27%[57.1 µM]	1%	-14%
27	Cc1cc(=O)oc2cc(OCC(=O)OCC(=O)NCc3ccc4c(c3)OCO4)ccc12	1%	11%	-6%	-0.7%	27%	1%	12%	-4%	1%
28	COc1cc(NC(=O)Nc2cccc(Cl)c2)c(C(=O)O)cc1OC	-10%	17%	5%	6.4%	141%[activator]	18%	7%	0%	-6%
29	CN=C(N)NCCC[C@H](N)C(=O)O	1%	13%[56.9 µM]	25%&0%	1.0%	13%[57.1 µM]	12%	?	1%	-3%
30	COc1ccc(N=C2S/C(=C\c3cccs3)C(=O)N2CC(C)C)cc1	-8%	-5%	-17%	3.5%	-9%	7%	-8%	1%	5%
31	COC(=O)c1ccc2nc(NC(=O)CSCC(=O)OCC(=O)c3ccccc3)sc2c1	-20%	-33%	-18%	2.2%	-4%	6%	-4%	2%	9%
32	CCN(C(=O)Cn1nc(C)n2c(cc3cc(C)ccc32)c1=O)c1ccccc1	-31%	-12%	2%	0.5%	20%	1%	-1%	-1%	-5%
33	CCOC(=O)c1sc(=NC(=O)c2ccc(F)cc2)n(C)c1C	-11%	28%	13%	1.2%	8%	7%	13%	3%	14%
34	O=C(CN1C(=O)NC2(CCCCC2)C1=O)NCCc1ccccc1	-14%	-17%	166%[activator]	nt	8%	-12%	6%	0%	7%
35	Cc1cccc(N2CCN(C(=O)Cn3nc(C)c4sc5ccccc5c4c3=O)CC2)c1C	1%	-11%	-19%	-3.6%	-2%	-6%	5%	0%	0%

Screening results deposited in PubChem BioAssay by National Center for Advancing Translational Sciences (NCATS).
